Growth percent in the NCI-60 one-dose screen (48 h, 10 µM unless noted): 100 = growth as untreated, 0 = no growth, -100 = all killed.
NCI-H23: NCI-H23 lung cancer. 80,000 compounds, 4% hits
NCI-H522: NCI-H522 lung cancer; 78,000 compounds, 8% hits; AID 1794739
NCI-H460: NCI-H460 lung cancer; AID 1794736; 82,000 compounds, 6.8% hits
NCI/ADR-RES: NCI/ADR-RES ovarian cells; 81,000 compounds, 4.4% hits
HCT-15: HCT-15 colon cancer; 82,000 compounds, 5.2% hits
NCI-H322M: NCI-H322M lung cancer. 80,000 compounds, 2.7% hits. AID 1794733
NCI-H226: NCI-H226 lung cancer; 79,000 compounds, 3.5% hits; AID 1794732
HCT-116: HCT-116 colon cancer; AID 1794798; 82,000 compounds, 7.3% hits
COLO 205: COLO 205 colon cancer. 79,000 compounds, 7.3% hits
* hit, by the source's call; nt = no result given; & = joins results of further samples; ! = not active in a repeat; [ ] = dose if it differs, or a comment. How the source made its calls: active means growth percent below 10; inactive means the rest.

Preview:
The line under a structure holds: NCI-H226	NCI-H322M	NCI/ADR-RES	NCI-H522	HCT-15	NCI-H460	COLO 205	NCI-H23	HCT-116
> Nc1ccc2cc3ccc(N)cc3nc2c1
    -2.8*!	-7.1*	13&89	-51*	15&105	0.2*!	-39*!	3.4*!	3.0*!
> O=C(Nc1cccc(-c2cc(=O)c3ccccc3o2)c1)c1ccccc1
    92	88	93	76	89	97	105	92	88
> CC(C)(C)c1cc(NCc2ccc(F)cc2)n(-c2ccccc2)n1
    83	108	102	85	84	94	106	96	86

The listing, repeating the preview:
The line under a structure holds: NCI-H226	NCI-H322M	NCI/ADR-RES	NCI-H522	HCT-15	NCI-H460	COLO 205	NCI-H23	HCT-116
> Nc1ccc2cc3ccc(N)cc3nc2c1
    -2.8*!	-7.1*	13&89	-51*	15&105	0.2*!	-39*!	3.4*!	3.0*!
> O=C(Nc1cccc(-c2cc(=O)c3ccccc3o2)c1)c1ccccc1
    92	88	93	76	89	97	105	92	88
> CC(C)(C)c1cc(NCc2ccc(F)cc2)n(-c2ccccc2)n1
    83	108	102	85	84	94	106	96	86
> COC(=O)CCc1ccc(OC)cc1
    123	94	103	104	107	118	118	101	105
> CCOC(=O)C1=C(C)NC(=S)NC1c1ccccc1 (stereo unspecified)
    92	108	109	92	104	104	120	108	103
> CCN1CCN(CCOc2ccc(CNc3ccc4nc(CCC5CCCCC5)[nH]c4c3)cc2)CC1
    39	66	74	32	-18*	43	-74*	76	18
> CC(=O)NC1=NC(=O)/C(=C\c2cccc(Cl)c2Cl)N1C
    99	103	100	87	100	101	104	96	95
> CN(C)c1ccc(-c2c(C#N)c(N)n(-c3cccc(C(F)(F)F)c3)c(=O)c2C#N)cc1
    101	103	104	83	102	106	105	93	104
> O=C(CCn1cc(F)c(=O)[nH]c1=O)NO
    105	97	99	95	103	104	113	98	101
> CC1=C(C(=O)OCc2ccccc2)C(c2ccc(N(C)C)cc2)n2c(nc3ccccc32)N1 (stereo unspecified)
    70	101	73	8.1*	71	100	110	91	88
> CNC(=O)O[C@H]1CC[C@@]2(C)C(=CC[C@H]3[C@@H]4CC[C@H]([C@H](C)CCCC(C)C)[C@@]4(C)CC[C@@H]32)C1
    98	nt	99	93	106	103	102	nt	97
> CCOC(=O)/C(C#N)=C1/NNC(=Nc2ccccc2)S1
    91	108	104	92	99	104	102	95	91
> COC(=O)Cc1[nH]c(=S)[nH]c1C(=O)OC
    105	93	121	104	106	104	104	102	106
> COc1ccc(/C=N\NC(=O)C[N+](C)(C)C)cc1
    97	101	101	91	96	108	111	101	97
> O=C(/C=C/c1ccccn1)c1cc(Cl)ccc1O
    92	91	104	64	81	96	100	96	79
> N#Cc1c(-c2cccs2)cc(-c2cnccn2)nc1SCC(=O)N/N=C/c1ccc(Cl)cc1
    98	99	102	94	99	103	115	100	58
> CCCCC/C=C/C/C=C/CCCCCCCCNC(=O)Nc1ccc(C)cc1
    102	109	104	94	103	105	120	nt	111
> C[N+](C)=c1ccc2nc3c(cc(Nc4ccccc4)c4ccccc43)oc-2c1
    44	nt	57	42	57	65	23	32	47
> COc1cc(OC)cc(C(=O)Nc2cc(-c3cccnc3)nc(NCCCN3CCOCC3)n2)c1
    86	91	95	92	91	95	94	92	89
> O=C(CSc1nc2sc3c(c2c(=O)n1-c1ccc(Cl)cc1)CCCC3)NNC(=O)Nc1ccc(Cl)c(C(F)(F)F)c1
    53	52	61	5.5*	24	12	53	nt	14
> O=C1/C(=C/c2ccc(Br)cc2)Sc2c(Br)cccc21
    82	nt	105	76	110	103	102	84	90
> CC/C(=C(\c1ccc(Cl)cc1)c1ccc(OCCN2CCCCC2)cc1)c1ccc(O)cc1
    79	70	53	58	2.2*	-35*	-74*	48	-57*
> COc1cc2c(c(OC)c1OC)C(=O)CC(c1cccc(C(=O)Nc3cccnc3)c1)O2 (stereo unspecified)
    103	86	108	76	94	nt	nt	106	93
> CCCCC/C(=N\O)C(C)=O
    104	98	102	100	105	105	108	104	101
> COc1ccc(N=C2NN=C(c3ccccc3)CS2)cc1
    89	109	102	90	102	101	106	91	101
> O=C(CN1CCN(c2cc(=O)[nH]c3ccc(F)cc23)CC1)Nc1cccc([N+](=O)[O-])c1
    99	98	104	93	96	102	121	98	95
> O=C(/C=C/c1ccc(Cl)cc1)c1ccc(Cl)cc1
    100	91	99	nt	94	104	113	95	70
> C/C(=N\NC(N)=S)c1nc2ccc(Cl)cc2[nH]1
    46	70	31	34	36	15	45	75	36
> COc1ccc2[nH]c(=O)c(CNc3ccc(Nc4nccc(-c5ccc6ccccc6c5)n4)cc3)cc2c1
    86	88	85	86	82	98	105	89	95
> Cc1c(Cl)cccc1NC(=O)c1sc2nc3c(cc2c1N)CCCCC3
    72	50	20	10	30	16	9.8*	48	32
> CCCCC(CC)CO (stereo unspecified)
    103	102	104	104	101	105	103	100	97
> C[C@@]12c3ccsc3CCN1C(c1ccccc1)=NN2c1ccccc1
    86	86	104	80	100	97	105	102	92
> O=C(Nc1ccc(S(=O)(=O)N2CCOCC2)cc1)c1ccc(CN2CCc3ccccc3C2)cc1
    46	94	41	82	75	53	83	50	35
> CCOC(=O)c1c(NC(=O)c2cccc(C(F)(F)F)c2)sc2c3c(ccc12)OCN(C)C3
    78	18	-54*	-15*	-71*	-76*	-58*	84	-89*
> NCCSC(C[N+](=O)[O-])c1ccccc1Cl (stereo unspecified)
    99	92	106	67	22	98	99	96	-84*
> CCOC(=O)c1c(Nc2ccccc2)nn2c(-c3ccc(OC)c(OC)c3)ccnc12
    55	93	49	69	18	48	56	71	43
> COc1ccc(OC)c(-c2nc3ccc(-c4nc5ccc(N6CCN(C)CC6)cc5[nH]4)cc3[nH]2)c1
    103	104	104	103	76	106	nt	102	82
> CC(=O)Nc1ccc(-c2nc3cc(-c4ccc(O)cc4)ccc3n2C)cc1
    90	65	55	1.2*	37	34	71	59	29
> O=C(NCc1ccc(F)cc1)c1cn2cc(Cl)ccc2n1
    104	103	103	101	105	108	119	104	97
> COC(=O)CCSC1=C(C)C(=O)C(OC)=C(OC)C1=O
    96	95	95	89	95	105	109	108	96

Record cards (already shown). Order of screens: NCI-H226 | NCI-H322M | NCI/ADR-RES | NCI-H522 | HCT-15 | NCI-H460 | COLO 205 | NCI-H23 | HCT-116
Shown for O=C(Nc1ccc(S(=O)(=O)N2CCOCC2)cc1)c1ccc(CN2CCc3ccccc3C2)cc1 : 46 | 94 | 41 | 82 | 75 | 53 | 83 | 50 | 35
Shown for CCCCC(CC)CO (stereo unspecified) : 103 | 102 | 104 | 104 | 101 | 105 | 103 | 100 | 97

The list goes on.
The line under a structure holds: NCI-H226	NCI-H322M	NCI/ADR-RES	NCI-H522	HCT-15	NCI-H460	COLO 205	NCI-H23	HCT-116
> O=C(CC(=O)c1ccc([N+](=O)[O-])cc1)Nc1ccccc1C(=O)O
    103	108	110	96	110	107	107	112	101
> O=c1ccn(CCCOc2ccccc2Br)c(=O)[nH]1
    105	96	100	105	99	104	115	96	97
> COc1c(F)cccc1/C=C/C(=O)/C=C(O)/C=C/c1cccc(F)c1OC
    106	99	101	80	90	95	126	95	78
> N#Cc1c(NC(=O)c2ccco2)[n+]([O-])c2ccc(Cl)cc2[n+]1[O-]
    105	105	112	101	102	110	117	96	105
> CC(C)(C)n1cc(-c2ccnc(NCCNS(=O)(=O)c3cccc4ccccc34)c2)c(-c2cccc(O)c2)n1
    75	90	77	62	21	56	-33*	70	47
> Cc1nc(/C=c2\sc3n(c2=O)C2C(NN=3)N(C)C(=O)N2C)cn1C (stereo unspecified)
    103	108	110	96	100	108	116	104	104
> CCOC(=O)c1c(C)nc2c(c1N)/C(=C/c1cccs1)C(=O)N2Cc1ccccc1
    78	92	79	58	20	67	61	75	35
> C[N+]12CCC(CC1)C(OC(=O)C(O)(c1ccccc1)c1ccccc1)C2 (stereo unspecified)
    102	104	108	102	98	119	103	104	99
> Cc1ccc2ccccc2c1CC(=O)O
    92	114	97	95	110	99	123	92	98
> COC(=O)[C@H]1CCCN1C(=O)[C@@H]1CCCN1C(=O)[C@H](C)NC(=S)Nc1cc(C(F)(F)F)cc(C(F)(F)F)c1
    74	nt	91	73	109	106	nt	90	85

Reprinted from the part before: two compounds, followed by the next part.
The line under a structure holds: NCI-H226	NCI-H322M	NCI/ADR-RES	NCI-H522	HCT-15	NCI-H460	COLO 205	NCI-H23	HCT-116
> Cc1ccc2ccccc2c1CC(=O)O
    92	114	97	95	110	99	123	92	98
> COC(=O)[C@H]1CCCN1C(=O)[C@@H]1CCCN1C(=O)[C@H](C)NC(=S)Nc1cc(C(F)(F)F)cc(C(F)(F)F)c1
    74	nt	91	73	109	106	nt	90	85
> COc1cc(C(C)O)ccc1OC(=O)c1ccccc1 (stereo unspecified)
    104	121	105	107	104	108	111	102	107
> COc1cc(/C=C/C(=O)c2ccc(Cl)cc2)cc(CN2CCOCC2)c1O
    nt	97	89	77	57	98	nt	97	73
> COC1OC(CO)C(OC)C(O)C1O (stereo unspecified)
    102	100	93	113	100	97	113	105	106
> COc1cc(/C=N\NC(=O)/C=C/C=C/c2ccc3c(c2)OCO3)ccc1O
    82	85	100	78	96	97	112	100	95
> C[C@]12C[C@H](O)[C@H]3[C@@H](CCC4=CC(=O)CC[C@@]43C)[C@@H]1CC[C@@H]2C(=O)CO
    80	105	-35*	16	92	103	96	11	106
> Cc1cc(Nc2nc(O)c(/C=C3\C=Nc4ccccc43)s2)no1
    99	109	103	102	107	106	110	nt	107
> CCCCCCCCCCCCCCCC(=O)OC1[C@@H](OC(=O)CCCCCCCCCCCCCCC)[C@@H](C(=O)N[C@@H](CCCCN)C(=O)OC)O[C@H]1n1cnc2c(=O)[nH]c(NC(=O)C(C)C)nc21 (stereo partly specified)
    102	90	102	84	97	101	101	98	85
> O=C(/C=C/c1ccccc1)Oc1ccccc1
    100	98	101	110	101	101	110	102	104
> CN(C)CCOc1ccc(C(=O)C2[C@H](c3ccc(Cl)cc3)[C@@H](c3ccccc3)NC23C(=O)Nc2ccc(Br)cc23)cc1 (stereo partly specified)
    44	54	23	-2.9*	-82*	-78*	-69*	-2.7*	-97*
> COc1cc(-c2c(C#N)nnn2-c2cc(OC)c(OC)c(OC)c2)cc(OC)c1OC
    88	125	105	88	96	108	108	112	101
> Cc1cnc(SCc2ccc(Cl)cc2Cl)nc1SCc1ccc(Cl)cc1Cl
    92	101	104	88	109	102	120	98	109
> Clc1ccccc1C(=Nc1ccccc1)C(=Nc1ccccc1)c1ccccc1Cl
    96	83	128	81	101	99	121	87	88
> CC(C)Cn1cnc2c(SCc3ccccc3F)nc(N)nc21
    89	99	99	99	59	104	121	111	98
> CCCCCN(CCCCC)C(C)C(O)c1ccc2cc(Cl)c3ccccc3c2c1 (stereo unspecified)
    86	103	99	90	93	80	84	85	66
> CCN(CC)CCCCNc1ccnc2cc(Br)ccc12
    97	98	101	99	98	105	82	100	78
> O=C1c2ccccc2C(=O)c2c1ccc(C(=O)Cl)c2[N+](=O)[O-]
    92	104	115	100	102	106	119	108	98
> CC(C)C1=C[C@@]23CC[C@@H]4[C@](C)(CCC[C@]4(C)C(=O)N4CCOCC4)[C@H]2C[C@@H]1[C@H]1C(=O)CCC(=O)[C@H]13
    102	117	97	79	100	113	122	97	92
> COc1ccc(-c2cc(-c3ccc(Br)cc3)nc3nc(NC(C)=O)nn23)cc1
    86	110	102	96	99	109	117	86	96
> O=C(Nc1ccc([N+](=O)[O-])cc1)c1cc2ccccc2cc1O
    1.7*	3.5*	-9.0*	-32*	0.0*	-33*	68	-36*	-40*
> O=C(CNc1nc(-c2ccccc2)cs1)Nc1ccc(Cl)cc1[N+](=O)[O-]
    -54*	36	-31*	-83*	-78*	5.1*	-65*	-57*	-23*
> CN(Cc1ccccc1)Cc1ccccc1
    94	81	102	97	103	110	105	97	103
> O=C(Oc1ccc[nH]c1=O)c1cc([N+](=O)[O-])cc([N+](=O)[O-])c1
    104	99	114	116	103	111	nt	114	103
> Cn1c(=O)c2c(nc(NC(N)=O)n2C)n(C)c1=O
    100	102	100	91	103	113	113	97	101
> Nc1nc(Nc2cccc(Cl)c2)c2c(n1)-c1ccoc1CC2
    94	103	95	86	79	102	101	92	99
> Nc1ccc(S(=O)(=O)Nc2ccsc2-c2nc(-c3ccccc3)no2)cc1
    85	83	55	30	34	40	nt	84	38
> CCN(CC)Cc1cc(C(C)(C)CC(C)(C)C)cc(C(C)(C)CC(C)(C)C)c1O
    96	116	109	102	112	111	105	111	111
> Oc1cc(Br)ccc1C=Nc1ccc(N2CCCCC2)cc1
    nt	128	96	104	88	106	130	116	95
> Cc1cc(C2(c3ccc(O)c(C)c3)CCCCC2)ccc1O
    108	68	108	93	111	91	134	100	96
> CCCCC/C=C/C/C=C/CCCCCCCCNC(=O)Nc1ccc(OCC)cc1
    96	106	101	96	101	114	127	nt	109
> C=CCOC(=O)C1=C(C)NC2=C(C(=O)CC(c3ccc(Cl)cc3)C2)C1c1cc(OC)ccc1OC (stereo unspecified)
    81	99	87	80	77	100	97	94	84
> CC(C)C[C@H]1C=C[C@@H](CC(C)C)N(Cc2ccccc2)S(=O)(=O)N1Cc1ccccc1
    nt	92[3.75 µM]	96[3.75 µM]	75[3.75 µM]	44[3.75 µM]	53[3.75 µM]	89[3.75 µM]	70[3.75 µM]	41[3.75 µM]
> CCOc1ccc(NC(=O)CSc2oc(-c3ccccc3)nc2S(=O)(=O)c2ccc(Br)cc2)cc1
    100	93	91	68	92	75	112	91	61
> CCNC(N(C)C)=[N+](C)C
    101	104	108	68	110	105	nt	109	100
> O=c1cc(N2CCN(Cn3cncn3)CC2)c2ccccc2n1-c1ccccc1
    90	106	108	nt	104	109	109	102	101
> c1cnc2[nH]cc(-c3ccc(-c4c[nH]c5ncccc45)s3)c2c1
    79	87	96	83	73	47	111	88	84
> CCN(CC)C(C(=O)c1ccc(Cl)cc1)c1ccc(Cl)cc1 (stereo unspecified)
    95	107	83	65	93	96	99	79	83
